NS3 helicase inh: blocks Hepatitis C virus NS3 helicase unwinding; NS3 helicase DNA unwinding, Cy5 molecular beacon fluorescence; inhibition, % at 10.9 µM; 290,000 compounds, 0.56% hits; AID 1800;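 active = inhibition above the mean of all tested compounds plus 3 SD, set per campaign, cut at about 35% in these data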;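 note: 0% = DMSO wells and 100% = thioflavine S control wells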
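Test system: hepatitis C virus NS3 helicase domain fragment enzyme. Also added: annealed dual-labelled DNA beacon duplex, ATP-started. Timing: 60 min unwinding reaction at 25 °C after ATP addition. Technique: Cy5 fluorescence. Measure: % inhibition of unwinding.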
V1R ag counter: counter-screen for oxytocin receptor agonists: human V1a receptor agonists; AID 2797; activation, % at 3 µM; P37288; CHO-V1R cells, Fluo-8 calcium fluorescence, agonist mode; 0% DMSO, 100% 3 nM vasopressin; 320,000 compounds, 0.25% hits;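 active = activation above the mean activation of all tested compounds plus 3 SD, per screening run, cut at about 20% in these data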;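 note: signal is peak over basal fluorescence ratio across a 100 second FLIPR read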
Target sequence (P37288 whole entry, looked up): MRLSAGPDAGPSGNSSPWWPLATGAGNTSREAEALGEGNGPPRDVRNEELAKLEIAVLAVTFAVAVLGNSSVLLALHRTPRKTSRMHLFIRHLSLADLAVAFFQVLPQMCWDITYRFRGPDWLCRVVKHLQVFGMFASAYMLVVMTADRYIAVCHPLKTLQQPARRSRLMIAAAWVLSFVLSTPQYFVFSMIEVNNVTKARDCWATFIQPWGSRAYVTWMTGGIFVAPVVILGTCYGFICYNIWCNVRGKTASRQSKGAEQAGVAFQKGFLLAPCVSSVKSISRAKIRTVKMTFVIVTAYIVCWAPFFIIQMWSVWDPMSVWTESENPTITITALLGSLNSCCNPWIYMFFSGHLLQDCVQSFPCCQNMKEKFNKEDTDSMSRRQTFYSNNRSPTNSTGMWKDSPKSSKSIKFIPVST
GPR7 antagonist: human neuropeptides B/W receptor 1 antagonism. GPR7-expressing cells, fluorescence antagonist assay. AID 1861. P48145. 290,000 compounds, 1.1% hits. inhibition, % at 4.4 µM; in the data active = inhibition above about 16%, passing the limit was not always enough;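 note: cells stimulated with the agonist NPW; 0% = agonist with vehicle and 100% = vehicle without agonist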
Target sequence (P48145 whole entry, looked up): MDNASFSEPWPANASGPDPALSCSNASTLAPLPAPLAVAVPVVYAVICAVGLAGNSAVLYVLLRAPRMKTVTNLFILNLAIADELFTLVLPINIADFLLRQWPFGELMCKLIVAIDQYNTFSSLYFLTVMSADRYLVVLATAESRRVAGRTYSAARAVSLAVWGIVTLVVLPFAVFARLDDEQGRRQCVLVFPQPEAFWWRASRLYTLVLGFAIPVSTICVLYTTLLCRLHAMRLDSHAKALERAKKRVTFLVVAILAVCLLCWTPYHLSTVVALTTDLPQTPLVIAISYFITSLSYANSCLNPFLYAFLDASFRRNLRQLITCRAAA
DNA FID counter: displaces DNA intercalator in HCV helicase counter-screen; 290,000 compounds, 0.17% hits; DNA fluorescent intercalator displacement, fluorescence; AID 1845; inhibition, % at 7.9 µM; in the data active = inhibition above about 37%;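 note: 0% = vehicle and 100% = reference compound; higher means more ethidium bromide displaced from hairpin DNA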
PHOSPHO1 block: PHOSPHO1 (human) inhibition. Q8TCT1. recombinant PHOSPHO1, absorbance phosphatase assay. inhibition, % at 13.3 µM. 290,000 compounds, 1.1% hits. AID 1565; in the data active = inhibition above about 60%
VIM-2 inh: blocks Pseudomonas aeruginosa VIM-2 metallo-beta-lactamase. purified VIM-2, nitrocefin hydrolysis, epi-absorbance fluorescence. inhibition, % at 5.6 µM. 290,000 compounds, 0.89% hits;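 active = inhibition above the mean of all tested compounds plus 3 SD, cutoff set per screening run, cut at about 7.5% in these data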;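 note: red hydrolysis product quenches plate fluorescence so inhibitors raise well fluorescence; 0% = enzyme with DMSO and 100% = DMSO without enzyme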
OXTR ag: agonists of human oxytocin receptor | 320,000 compounds, 0.32% hits | activation, % at 3 µM | CHO-OTR cells, Fluo-8 calcium fluorescence; normalized: DMSO 0%, oxytocin 100% | P30559 | AID 2435;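 active = activation above the mean of all tested compounds plus 3 SD, cutoff set per screening run, cut at about 20% in these data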;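 note: peak over basal fluorescence ratio from a 100 s FLIPR kinetic read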
IMP-1 inhibitor: inhibitors of Pseudomonas aeruginosa IMP-1 metallo-beta-lactamase | purified IMP-1, nitrocefin hydrolysis, epi-absorbance fluorescence | inhibition, % at 5.6 µM | 290,000 compounds, 0.45% hits | AID 1556;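 active = inhibition above the mean plus 3 SD of all compounds in the same screening run, cut at about 4.5% in these data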;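 note: 0% = IMP-1 with DMSO and 100% = DMSO wells lacking enzyme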
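System: purified recombinant IMP-1 beta-lactamase. Medium: Zinc- and detergent-supplemented HEPES buffer, pH 7.1. Compound: one 5.6 µM dose […]. Schedule: 15 min preincubation plus 25 min reaction at 25 °C. Technique: Epi-absorbance fluorescence, 480 nm excitation, 530 nm emission.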
GalR3 antagonist: blocks the human galanin receptor 3; O60755; HEK293 GalR3-CNG cAMP membrane potential fluorescence; galR3 body fused to GalR1 C-terminus; inhibition, % at 3 µM; 360,000 compounds, 0.44% hits; AID 651719;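 active = inhibition above the screen-wide average plus 3 SD, cut at about 13% in these data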;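 note: forskolin and galanin both at EC90 stimulate the cells; cAMP rise reported by CNG channel membrane potential dye signal; 0% = forskolin plus galanin with DMSO and 100% = forskolin alone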
* = called active by the depositor; / = not tested or not shown. Compounds as they come. Share with any hit: about 4.3%.

Structure,NS3 helicase inh,VIM-2 inh,IMP-1 inhibitor,PHOSPHO1 block,GalR3 antagonist,V1R ag counter,OXTR ag,GPR7 antagonist,DNA FID counter
O=C(Cc1ccccc1)N/N=C/c1ccccc1OCc1ccc(Cl)cc1,-2,-8.4,-1.9,11,-1,0.5,-0.4,-6,1
Cc1c(NC(=O)c2c(N)n(-c3ccccc3)c3nc4ccccc4nc23)c(=O)n(-c2ccccc2)n1C,-1,-2.8,-1.3,-38,/,-0.3,-1.4,-5,1
Cc1nc(N2CCN(C(=O)c3ccco3)CC2)c(C#N)c2c1CCCC2,-2,0.8,0.7,12,-8,3.3,0.7,4,-36
CCn1c(CNC(=O)c2ccco2)nnc1SCC(=O)Nc1cc(F)ccc1C,6,-2.1,-3.1,35,-8,0.5,0.2,-8,-4
Cc1ccc(C(=O)N/C(=C\c2cccs2)C(=O)N2CCOCC2)cc1C,0,-2.3,-2.5,18,-2,-0.1,-0.7,-11,-30
Cc1ccc2c(c1)N(CC(=O)NCCCN1CCOCC1)C(=O)c1cccnc1O2,-10,0.9,-0.6,39,-2,0.5,-1.1,-6,-3
CC(=O)N1c2ccc3ccccc3c2C2C=CCC2C1c1ccc(Br)cc1 (stereo unspecified),-3,-1.1,3.6,15,/,0.1,1.1,-8,-21
COc1ccc(OCCCC(=O)Nc2cccnc2)cc1,1,-0.8,0.9,6,0,1.0,1.2,4,-6
CCc1ccc(-n2c(=O)c3c(C)c(C)sc3n(CC(=O)NCC3CCCO3)c2=O)cc1 (stereo unspecified),6,-0.4,-0.5,-33,3,0.1,-0.9,-6,-6
CC1(C)CC(=O)C(C=Nc2ccc3[nH]ncc3c2)=C(O)C1,-7,-0.1,1.2,-14,-3,1.3,0.4,-6,-5
O=C(OC1CCCCC1=O)c1cc(Cl)ccc1[N+](=O)[O-] (stereo unspecified),11,-2.4,-2.3,20,4,-1.2,-1.0,-19,2
O=C(/C=C/c1ccco1)N(c1ccccn1)c1ccccn1,23,-1.0,-1.2,-29,-2,0.3,0.2,-10,-13
Cc1ccc(CC2C(=O)N(c3cc(Cl)ccn3)C(=O)C2C)cc1 (stereo unspecified),-11,-0.3,13*,12,-2,-0.4,-2.0,-9,-17
Cc1cccc(-n2c(O)c(C=Nc3ccccc3)c3ccccc3c2=O)n1,2,-1.2,-2.6,36,-5,0.6,-2.0,-9,-26
C=CCNC(=S)NC1CC(C)(C)NC(C)(C)C1,5,-2.6,-1.6,-9,3,-0.4,-2.0,-8,-3
OCCC1CN(CCCc2ccccc2)CCN1CCc1ccccc1 (stereo unspecified),-8,-3.1,-2.8,19,-10,-0.1,0.1,-6,2
CCC(CC)C(=O)Nc1c2c(nn1-c1ccc(C)cc1)CS(=O)(=O)C2,8,-0.3,-1.7,7,-10,-1.5,-0.8,-2,-4
O=C(NCC1CCCO1)c1nc2c(nnn2Cc2ccc(F)cc2)c(=O)[nH]1 (stereo unspecified),-5,-2.5,-3.4,6,-5,0.0,0.9,3,-12
O=c1cccc(-c2ccc(Br)cc2)o1,4,-3.7,-2.3,2,-1,3.7,-1.9,-12,-4
COc1ccc(S(=O)(=O)NCc2cc(=O)n(C)c(=O)n2C)cc1F,-4,-0.4,-2.2,11,-5,0.6,1.1,-15,-9
Nc1nc(SCC(=O)Nc2ccc([N+](=O)[O-])cc2)[nH]c(=O)c1NC(=O)c1ccc(Br)o1,6,0.6,0.1,43,-5,0.0,0.3,-8,9
COc1cccc(NC(=S)N(CCCN2CCC(C)CC2)Cc2cccs2)c1,10,3.8,-3.4,-18,-5,-1.0,-0.8,14,18
COc1cc(OC)c(OC)cc1/C=N/NC(=O)CSc1ccccc1F,-6,0.1,-1.8,42,-8,-0.7,-1.0,-8,-20
COC(=O)c1ccc(S(=O)(=O)N(Cc2ccccc2)Cc2ccccc2)n1C,28,-1.5,-3.2,33,-5,0.5,-1.6,-12,-8
O=C(CS(=O)(=O)c1ccc(Cl)cc1)Nc1nnc(-c2cccs2)o1,11,-3.4,-2.6,7,-5,0.2,-0.1,-3,-30
CCOC(=O)N1CCN(C(=O)C(C)NC(=O)c2ccco2)CC1 (stereo unspecified),-11,-2.0,-3.3,/,-9,-0.2,-0.4,-3,-1
O=C(CSC1=NCCN1)NC12CC3CC(CC(C3)C1)C2,-1,-3.2,-3.4,14,-4,-0.4,0.2,1,3
Cn1ccnc1C1CCCCN1C(=O)c1cc(COc2ccc(F)cc2F)on1 (stereo unspecified),1,0.2,-2.5,32,2,0.8,5.8,-6,-15
CN(C)CCCN(C(=O)c1ccco1)c1nc2cc3c(cc2s1)OCO3,-3,-0.1,-2.4,28,-4,0.7,0.2,-3,14
CC1(C)C(=O)Nc2ccccc2N1C(=O)COC(=O)CCSc1ccccc1,2,-1.3,3.5,-38,-3,2.7,1.9,5,-18
COc1ccc(OCC(=O)Nc2cc(-c3nn(C)c(=O)c4ccccc34)ccc2OC)cc1,-2,0.4,-1.9,14,0,0.6,0.3,-12,-6
Cc1csc(SCC(=O)NC(=O)NCCC(C)C)n1,7,-5.0,0.2,20,-2,-0.8,-1.5,-3,-7
CSc1ncc(Cl)c(C(=O)NCc2ccc3c(c2)OCO3)n1,-10,-3.3,-3.3,1,-2,-0.4,-1.0,-8,-5
CN(C)S(=O)(=O)N(CC(=O)Nc1ccc2ccccc2c1)c1ccccc1,-14,-0.1,2.3,-17,-4,7.7,4.5,0,-9
CCOC(=O)c1sc2ncnc(NCC(c3cccs3)N(C)C)c2c1C (stereo unspecified),-2,-1.3,-1.5,3,-3,-1.2,-0.8,-6,-2
CCN1C/C(=C/c2ccc(N3CCOCC3)cc2)C(=O)/C(=C/c2ccc(N3CCOCC3)cc2)C1,51*,-1.2,-2.0,-12,0,22*,26*,-16,-7
CC(=O)C1C(c2ccc(Cl)cc2)c2c(noc2C)CC1(C)O (stereo unspecified),3,-3.3,-3.0,12,-3,-1.5,-0.1,-9,-11
CC(C)(C)NC(=O)C(OC(=O)c1cccs1)c1ccccc1 (stereo unspecified),-6,-5.3,-3.5,34,-5,-0.7,-1.7,5,0
CC(C)NC(=O)c1[nH]nc2c1CCc1ccccc1-2,2,-2.2,-1.6,15,/,/,/,0,-8
COc1ccc2cc3cc(C(=O)N4CCN(c5ccccc5)CC4)oc3nc2c1,2,-3.6,-4.8,14,2,0.3,-0.5,-3,-2

One compound at a time, from the list above. Screens in order: NS3 helicase inh	VIM-2 inh	IMP-1 inhibitor	PHOSPHO1 block	GalR3 antagonist	V1R ag counter	OXTR ag	GPR7 antagonist	DNA FID counter
`CC(=O)C1C(c2ccc(Cl)cc2)c2c(noc2C)CC1(C)O` (stereo unspecified) reads 3	-3.3	-3.0	12	-3	-1.5	-0.1	-9	-11
`COc1cccc(NC(=S)N(CCCN2CCC(C)CC2)Cc2cccs2)c1` reads 10	3.8	-3.4	-18	-5	-1.0	-0.8	14	18

Remaining list, next part
Structure,NS3 helicase inh,VIM-2 inh,IMP-1 inhibitor,PHOSPHO1 block,GalR3 antagonist,V1R ag counter,OXTR ag,GPR7 antagonist,DNA FID counter
Cc1ccccc1NC(=S)N=Nc1c(O)n(C)c2ccc(S(=O)(=O)N3CCOCC3)cc12,5,-1.9,-3.2,7,-4,-0.9,-0.6,-1,2
O=C(NCCN1CCN(C(=O)c2cccc(Br)c2)CC1)C(=O)NCc1ccccc1,3,-1.6,-1.9,38,-3,0.8,0.2,-7,-47
O=C(Nc1ccc2[nH]ccc2c1)c1ccccc1,3,-1.8,-2.2,20,1,-0.2,0.7,-8,1
COc1cccc(CC(=O)Nc2nc(C)cs2)c1,-6,-0.5,-2.8,-21,-1,2.1,-0.5,0,4
COc1cccc(-c2nc(-c3ccccc3)nc(N3CCN(C)CC3)c2C#N)c1,-47,-0.5,-0.1,11,-4,0.9,1.4,12,9
O=C(/C=C/c1ccco1)N(Cc1cccc(F)c1)C1CCS(=O)(=O)C1 (stereo unspecified),6,-2.9,-1.7,15,1,-0.5,0.6,-3,-26
O=C(Cn1c(=O)sc2ccccc21)Nc1ccc(S(=O)(=O)N2CCCC2)cc1,-6,-2.1,-1.9,-8,2,2.2,2.8,2,-5
COCCSc1nnc(NC(=O)CCS(=O)(=O)c2ccccc2)s1,-3,3.0,-0.7,35,-10,0.9,2.8,-17,-10
Cc1ccc(C2(C)CC(C)(C)N(C(=O)CSc3nnc(C)s3)c3ccccc32)cc1 (stereo unspecified),-5,-3.0,-1.6,-24,-5,0.9,-1.9,-15,-24
Nc1nc(SCC(=O)O)[nH]c(=O)c1NC(=O)c1ccccc1F,4,-2.6,-3.1,-82,-4,0.6,0.3,-14,5
COc1ccccc1C(=O)O/N=C(/C)c1ccc(N2C(=O)C3CCCCC3C2=O)cc1 (stereo unspecified),-5,-2.7,-4.4,42,-2,4.2,3.3,-8,-40
O=S1(=O)N=CN(Cc2cccc(F)c2)c2ccccc21,2,-1.5,-0.8,8,-5,0.3,0.3,-13,-2
O=S(=O)(c1ccc2nc(SCc3ccc(Cl)cc3)[nH]c2c1)N1CCOCC1,-9,-3.6,-3.7,-12,-6,5.3,4.9,5,-5
COc1ccc(NC(=S)NCCc2ccc(F)cc2)c(OC)c1,4,-3.5,-3.0,9,-3,0.4,-1.4,6,-9
Cc1occc1C(=O)NNC(=O)Cc1ccccc1,1,-4.4,-2.2,-14,-6,0.6,-0.5,-11,-4
CCOC(=O)c1ccccc1NC(=O)CSc1nnc(C(C)C)n1CC,-11,-2.5,-1.6,-11,-5,5.7,-1.1,-6,-23
